Rac1 wt GTP bind – alters GTP binding to wildtype human Rac1. P63000. GST-Rac1 beads, fluorescent GTP binding, flow cytometry; actives lie on both sides; 0 = cold GTP competed, 100 = untreated. GTP binding activity (% of control), % at 10 µM. 190,000 tested, 0.27% active. AID 757;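 active = GTP binding activity at least 20 points away from the 100% control level, either lower or higher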
Rab2 wt GTP – changes GTP binding to wildtype dog Rab2A, up or down. P61105. AID 760. GTP binding activity, % at 10 µM. GST-Rab2 wt beads, Bodipy-GTP binding, flow cytometry. 190,000 tested, 0.19% active;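 active = GTP binding activity at least 20 points away from 100%, either lowered or raised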;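 also: 0% = beads with excess unlabeled GTP and 100% = no-compound control corrected for plate trend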
HRas wt GTP bind – changes GTP binding to wildtype human HRas; P01112; GST-Ras wt beads, Bodipy-FL-GTP binding, flow cytometry; actives lie on both sides; GTP binding activity, % at 10 µM; 190,000 tested, 0.14% active;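 active = GTP binding activity at least 20% away from the 100% baseline, either lowered as inhibitor or raised as activator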;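 also: 0% = unlabeled GTP competition control and 100% = no-compound control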
Target sequence (P01112 whole entry, looked up): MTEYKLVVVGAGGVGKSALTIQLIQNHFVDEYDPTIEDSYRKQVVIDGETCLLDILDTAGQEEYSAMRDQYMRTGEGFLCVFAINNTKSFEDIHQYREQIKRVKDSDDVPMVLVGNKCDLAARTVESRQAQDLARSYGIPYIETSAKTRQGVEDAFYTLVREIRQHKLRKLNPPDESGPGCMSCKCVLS
Pf gamet viab – P. falciparum stage V gametocyte viability inhibition | P. falciparum stage V gametocytes, ATP luminescence, 24 h | inhibition, % at 10.9 µM | 150,000 tested, 0.065% active;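 active = inhibition above the mean plus 3 SD of compounds within the control limits, set per campaign, cut at about 38% in these data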;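 also: 0% = DMSO wells and 100% = medium only without gametocytes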
ABCB1 inh – blocks JC-1 efflux by human ABCB1 transporter; inhibition, % at 6.6 µM; 190,000 tested, 0.067% active; AID 1326; P08183; CCRF-Adr cells, flow cytometry; in the data active = inhibition above about 40%;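 also: 0% = vehicle and 100% = reference inhibitor; higher value means more JC-1 retained so stronger ABCB1 efflux block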
Avidin bead fluor – compound fluoresces at 488/530 nm on avidin beads; compound fluorescence 488/530 nm, flow cytometry; active compounds read high; fluorescence (KMESF) at 10 µM; 220,000 tested, 0.38% active; AID 1775; in the data active = fluorescence above about 47; also: inactives centre near 10
Rac1 act GTP bind – modulators of GTP binding to human Rac1 activated mutant; AID 764; GST-Rac1 activated beads, fluorescent GTP binding, flow cytometry; actives lie on both sides; 100% means binding = to untreated wells; percent activity (GTP binding), % at 10 µM; P63000; 190,000 tested, 0.11% active;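 active = GTP binding at least 20 percentage points away from the 100% baseline, in either direction, so actives lie on both sides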
Mcl1-Noxa inh – disrupts binding of human Mcl-1 to Noxa peptide; TR-FRET Mcl-1/Noxa peptide binding, 2 h; inhibition, % at 21.7 µM; 220,000 tested, 1.5% active;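 active = compounds that cut the protein-peptide binding signal by more than 50% relative to plate controls in a single-dose test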;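 also: His-tagged Mcl-1 with rhodamine Noxa BH3 peptide and terbium anti-His antibody; 0% = Mcl-1 plus Noxa peptide wells and 100% = peptide-only wells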
ABCG2 block – inhibitors of human ABCG2 transporter, ABCB1 counter-screen; Q9UNQ0; IgMXP3 cells, JC-1 efflux, flow cytometry; inhibition, % at 6.6 µM; 190,000 tested, 0.1% active;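 active = inhibition above 80%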;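 also: 0% = DMSO and 100% = nicardipine control wells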
Target sequence (Q9UNQ0 whole entry, looked up): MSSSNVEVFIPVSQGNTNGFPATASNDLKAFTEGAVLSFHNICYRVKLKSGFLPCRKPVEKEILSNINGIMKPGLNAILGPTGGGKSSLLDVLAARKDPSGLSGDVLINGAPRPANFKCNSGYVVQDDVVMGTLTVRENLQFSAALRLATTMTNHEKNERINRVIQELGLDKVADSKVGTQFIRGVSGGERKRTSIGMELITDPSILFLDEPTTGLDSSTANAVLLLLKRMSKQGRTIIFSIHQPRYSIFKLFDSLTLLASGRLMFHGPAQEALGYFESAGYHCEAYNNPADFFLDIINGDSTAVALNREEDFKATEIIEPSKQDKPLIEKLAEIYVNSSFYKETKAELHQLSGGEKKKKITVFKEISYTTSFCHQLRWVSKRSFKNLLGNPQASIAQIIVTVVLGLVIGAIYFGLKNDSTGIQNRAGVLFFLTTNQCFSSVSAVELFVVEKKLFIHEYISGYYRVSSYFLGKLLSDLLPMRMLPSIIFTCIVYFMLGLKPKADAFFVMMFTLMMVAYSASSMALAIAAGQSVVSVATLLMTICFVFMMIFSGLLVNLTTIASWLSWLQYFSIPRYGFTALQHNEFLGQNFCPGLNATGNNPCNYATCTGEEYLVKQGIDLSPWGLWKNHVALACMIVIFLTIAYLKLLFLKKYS
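material = IgMXP3 (ABCG2) plus far-red-tagged CCRF-Adr (ABCB1) cells | amount = 3 million cells/mL, equal mix of both lines | also added = JC-1 transporter substrate | dosing = one concentration, 6.6 µM final | schedule = 10 min at 25 °C | measured by = flow cytometric JC-1 green MFI at 530 nm | read-out basis = percent efflux inhibition, scaled nicardipine 100% to DMSO 0%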
Rab7 wt modul – modulators of GTP binding to dog Rab7 wildtype GTPase. GST-Rab7 beads, fluorescent GTP binding, flow cytometry; actives lie on both sides; untreated = 100%, excess cold GTP = 0%. 190,000 tested, 0.055% active. AID 758. GTP binding activity (percent of control), % at 10 µM;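 active = fluorescent GTP binding to Rab7 beads changed by at least 20 points from the 100% baseline, either direction, mostly lower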;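 also: median green fluorescence of bound Bodipy-FL-GTP per Rab7 bead population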
Cdc42 wt GTP – modulators (inhibitors or activators) of GTP binding to human Cdc42 wildtype | P60953 | GST-Cdc42 beads, Bodipy-GTP binding, flow cytometry; actives lie on both sides | percent activity (GTP binding), % at 10 µM | 190,000 tested, 0.2% active;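 active = percent activity GTP binding at least 20 points away from the 100% baseline, either down as inhibitor or up as activator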;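 also: median bead fluorescence of bound Bodipy-FL-GTP at 100 nM; 0% = excess unlabeled GTP control and 100% = no compound control; below 100% means less GTP binding so inhibitor and above means activator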
* = called active by the depositor; nt = no result given.

Below each compound: Rac1 wt GTP bind, Rab2 wt GTP, HRas wt GTP bind, Pf gamet viab, ABCB1 inh, Avidin bead fluor, Rac1 act GTP bind, Mcl1-Noxa inh, ABCG2 block, Rab7 wt modul, Cdc42 wt GTP
> O=C(O)C1CC=CCC1C(=O)Nc1ccccc1C(=O)N1CCN(c2ccc(F)cc2)CC1 (stereo not given)
    102.0, 98.0, 100.0, 11.8, 0.6, 7, 102.0, 17.3, 2.9, 102.0, 103.0
> O=C(NCCNC(=O)C1CC2CCC1C2)C1CC2CCC1C2 (stereo not given)
    101.0, 95.0, 98.0, nt, 0.8, 229*, 96.0, -10.1, 15.4, 95.0, 98.0
> Cc1ccc(S(=O)(=O)N(CC(=O)O)c2ccc(Cl)c(C(F)(F)F)c2)cc1
    97.0, 99.0, 97.0, nt, 0.8, 6, 92.0, 8.2, 4.8, 102.0, 97.0
> CS(=O)(=O)c1ccc2nc(NC(=O)C3COc4ccccc4O3)sc2c1 (stereo not given)
    92.0, 93.0, 91.0, 2.3, 0.8, 29, 90.0, 4.9, 2.8, 94.0, 91.0
> O=C1CN(C(=O)COC(=O)Cc2ccsc2)c2ccccc2N1
    101.0, 103.0, 102.0, -28.7, 0.1, 19, 100.0, 4.8, 0.4, 99.0, 103.0
> Cc1ccsc1-c1nc(CSCC(=O)NCc2ccc3c(c2)OCO3)c(C)o1
    101.0, 97.0, 97.0, nt, 0.0, 9, 98.0, 4.4, 0.1, 95.0, 97.0
> CN(C)C(=O)Cn1c(SCC(=O)N2CCCc3ccccc32)nc2ccccc21
    102.0, 103.0, 106.0, 8.3, 0.6, 10, 98.0, -3.0, 2.0, 103.0, 105.0
> COC(=O)C1=C(C)NC(=O)CC1c1ccccc1 (stereo not given)
    103.0, 100.0, 100.0, nt, 0.0, 5, 97.0, 5.5, 0.0, 97.0, 101.0
> COc1ccc(N=C2SC(C(=O)Nc3ccc4c(c3)OCO4)CC(=O)N2C)cc1 (stereo not given)
    105.0, 102.0, 103.0, nt, 0.4, 8, 100.0, -1.6, 46.0, 101.0, 99.0
> COc1ccc(-c2noc(-c3cc(C)cc(C)c3)n2)cc1OC
    103.0, 102.0, 102.0, nt, -1.6, 7, 100.0, -17.4, -1.8, 103.0, 101.0
> O=C(CCN1C(=O)C2C3CCC(C3)C2C1=O)OCC(=O)c1cccc([N+](=O)[O-])c1 (stereo not given)
    101.0, 100.0, 101.0, -6.3, 0.3, 13, 99.0, -3.7, 2.9, 100.0, 101.0
> Cc1ccc(C)c(NS(=O)(=O)c2ccc(NC(=O)CSc3ccc(Cl)cc3)cc2)c1
    101.0, 101.0, 102.0, 11.0, -0.2, 16, 99.0, 18.9, -0.7, 97.0, 99.0
> COc1ccc(NC(=O)COC(=O)c2ccc(S(=O)(=O)N(C)c3ccccc3OC)cc2)c(OC)c1
    98.0, 97.0, 95.0, nt, 0.9, 9, 97.0, -4.8, 3.3, 94.0, 98.0
> O=C(Nc1ccc(F)cc1)C(c1ccccc1)N1CCN(S(=O)(=O)c2ccc3ccccc3c2)CC1 (stereo not given)
    101.0, 98.0, 99.0, 11.2, 2.4, 16, 97.0, -8.1, 7.5, 100.0, 99.0
> O=C(COC(=O)c1ccccn1)c1ccc(Br)cc1
    102.0, 99.0, 99.0, 8.9, 0.2, 30, 98.0, -16.3, 32.3, 97.0, 102.0
> CN=C(NC#N)NCCSCc1nc[nH]c1C
    101.0, 98.0, 98.0, nt, 0.2, 10, 99.0, 22.0, 0.0, 98.0, 99.0
> O=C(c1ccco1)N1CCN(Cc2nc3cc(Cl)ccc3c(=O)[nH]2)CC1
    106.0, 102.0, 103.0, 22.9, -0.3, 8, 106.0, -6.4, 3.8, 104.0, 99.0
> COCCn1c(-c2ccccc2)nc(=S)c2c1CC(C)(C)OC2
    105.0, 101.0, 102.0, 15.0, 0.6, 15, 96.0, 22.8, 1.2, 101.0, 103.0
> CCOc1ccc(OCC(=O)c2c(O)c3ccccc3oc2=O)cc1
    103.0, 101.0, 101.0, -8.6, 0.5, 10, 98.0, 27.4, 7.4, 99.0, 102.0
> Cc1ccc(/C=C2\SC(=S)N(CCC(=O)NNS(=O)(=O)c3ccc(C)cc3)C2=O)cc1
    101.0, 100.0, 103.0, nt, 0.9, 3, 101.0, 5.8, 4.4, 101.0, 97.0
> Cc1sc(NC(=O)CN(CCc2ccccc2)C(=O)C2CC2)c(C(N)=O)c1C
    103.0, 100.0, 97.0, nt, 0.5, 11, 95.0, -7.1, 2.6, 100.0, 99.0
> CCn1c2ccccc2c2cc(NC(=O)COC(=O)c3cc(S(N)(=O)=O)c(Cl)cc3Cl)ccc21
    97.0, 99.0, 98.0, 14.2, -0.9, 12, 94.0, 14.7, -2.4, 104.0, 96.0
> CC(C)N1C(=O)CCC1C(=O)N1CCCc2ccccc21 (stereo not given)
    108.0, 101.0, 102.0, nt, 0.0, 24, 99.0, 2.0, -0.9, 99.0, 103.0
> N=c1ncn(Cc2ccccc2)c2nc(SCCOc3ccccc3)[nH]c12
    103.0, 98.0, 98.0, -4.5, 1.1, 23, 98.0, 29.9, 32.6, 100.0, 102.0
> Cc1cccn2cc(CNC(=O)C3CCCCC3)nc12
    110.0, 99.0, 101.0, nt, 1.5, 31, 103.0, 9.4, 21.0, 98.0, 106.0
> O=C(Nc1nnc(COc2ccc(Cl)cc2)s1)c1ccco1
    100.0, 95.0, 95.0, 3.0, 0.2, 7, 94.0, 13.1, 1.6, 95.0, 94.0
> C[n+]1cc(-c2ccccc2)n2c1CCCCC2
    104.0, 102.0, 101.0, nt, 0.2, 7, 101.0, 24.1, 2.0, 100.0, 104.0
> CCCC(=O)Nc1cc(Cl)ccc1N1CCN(C(=O)CC)CC1
    108.0, 103.0, 105.0, -10.3, 1.4, 37, 102.0, -1.4, 1.3, 101.0, 108.0
> CC(Oc1ccc2oc(-c3ccccc3)c(C(=O)O)c2c1)C(=O)O (stereo not given)
    94.0, 100.0, 98.0, 6.9, 0.3, 12, 100.0, 7.0, 2.4, 102.0, 97.0
> Brc1ccc(C2=Nn3c(nnc3-c3n[nH]c4c3CCC4)SC2)cc1
    95.0, 93.0, 94.0, 12.0, -0.1, 29, 94.0, 7.5, -1.2, 93.0, 95.0
> CC(=O)c1cccc(NC(=O)c2ccc(S(=O)(=O)N3CCCCC3)cc2)c1
    105.0, 102.0, 103.0, nt, 0.2, 16, 101.0, -8.5, 15.8, 100.0, 105.0
> CC(C)(C)c1cn(-c2ccccc2)c(=S)[nH]1
    100.0, 101.0, 101.0, 22.0, 0.6, 9, 98.0, 3.2, 1.9, 103.0, 100.0
> CCCn1c(SCc2nc3sc(C)c(C)c3c(=O)[nH]2)nc2ccccc2c1=O
    96.0, 95.0, 95.0, -11.3, 6.9, 14, 96.0, -0.5, 43.3, 98.0, 92.0
> O=C(NCCN1CCN(c2cccc(Cl)c2)CC1)C1CCCN(S(=O)(=O)c2cnc[nH]2)C1 (stereo not given)
    102.0, 99.0, 98.0, nt, 0.1, 5, 99.0, 4.5, 0.0, 100.0, 98.0
> Cc1ccc(NC(=O)C2C3CCCC2C3c2ccccc2)cc1C (stereo not given)
    100.0, 100.0, 101.0, nt, -0.2, 14, 99.0, 8.0, -0.3, 100.0, 102.0
> O=C(CCN1CCN(c2ccccc2)CC1)Nc1ccccc1F
    105.0, 101.0, 100.0, -3.6, 1.2, 12, 99.0, 25.1, 1.8, 97.0, 102.0
> CCOC(=O)N1CCC(N2CCN(Cc3ccccc3)C(CCO)C2)CC1 (stereo not given)
    97.0, 96.0, 96.0, 3.0, 0.3, 12, 98.0, 10.0, 1.9, 93.0, 98.0
> COc1ccc(CN(C)C(=S)Nc2ccc(Cl)cc2Cl)cc1
    102.0, 102.0, 103.0, -5.1, 1.2, 5, 97.0, -3.0, 7.9, 106.0, 102.0
> CCOC(=O)c1cccc(Nc2ncnc3ccccc23)c1
    104.0, 103.0, 102.0, 7.0, 4.2, 6, 100.0, 27.2, 9.4, 102.0, 101.0
> O=C(N/N=C/C=C/c1ccccc1)c1ccc(Br)cc1
    110.0, 105.0, 104.0, nt, 0.4, 6, 103.0, 9.9, 4.1, 102.0, 105.0
> Clc1ccc(N/N=C/c2ccncc2)cc1Cl
    99.0, 99.0, 99.0, nt, 0.6, 7, 98.0, 51.0*, 29.7, 100.0, 97.0
> Fc1ccc(/C=N/NC(=S)Nc2cccnc2)cc1F
    97.0, 95.0, 96.0, -23.3, -0.5, 6, 96.0, -28.5, 2.0, 94.0, 95.0
> Cc1nc(C(=O)N(C)C)nn1-c1ccc([N+](=O)[O-])cc1
    102.0, 101.0, 98.0, 1.1, 1.6, 11, 99.0, 7.5, 5.7, 103.0, 100.0
> COc1nc(Oc2ccc(/C=N/O)cc2)nc(N(C)C)n1
    97.0, 98.0, 100.0, nt, 0.2, 29, 97.0, 9.7, 1.7, 96.0, 98.0
> CCOc1cc(/C=C(\C#N)C(=O)NCC2CCCO2)ccc1OCC(N)=O (stereo not given)
    106.0, 96.0, 97.0, 10.5, 0.8, 16, 95.0, 28.4, 10.6, 101.0, 94.0
> Cc1ccc(N(CC(=O)Nc2ccc3c(c2)OCCO3)S(C)(=O)=O)cc1
    100.0, 97.0, 98.0, -7.8, 0.2, 11, 95.0, 6.9, 1.0, 98.0, 96.0
